Bioassay records (PubChem)
WRN inhibitor: inhibitors of human WRN helicase; Q14191; WRN helicase unwinding, fluorescent forked duplex, kinetic; Potency, µM (top dose mostly 114 µM), for the others: top-dose activity change, negative = inhibition, hits mostly inhibitors; actives 0.46% (n = 360,000); AID 651768; note: potency is the fitted concentration of half-maximal effect; % is set by controls: 0 for no effect and ±100 for the full control effect; nearly all actives have a fitted effect of over 55% in size
Target sequence (Q14191 whole entry, looked up): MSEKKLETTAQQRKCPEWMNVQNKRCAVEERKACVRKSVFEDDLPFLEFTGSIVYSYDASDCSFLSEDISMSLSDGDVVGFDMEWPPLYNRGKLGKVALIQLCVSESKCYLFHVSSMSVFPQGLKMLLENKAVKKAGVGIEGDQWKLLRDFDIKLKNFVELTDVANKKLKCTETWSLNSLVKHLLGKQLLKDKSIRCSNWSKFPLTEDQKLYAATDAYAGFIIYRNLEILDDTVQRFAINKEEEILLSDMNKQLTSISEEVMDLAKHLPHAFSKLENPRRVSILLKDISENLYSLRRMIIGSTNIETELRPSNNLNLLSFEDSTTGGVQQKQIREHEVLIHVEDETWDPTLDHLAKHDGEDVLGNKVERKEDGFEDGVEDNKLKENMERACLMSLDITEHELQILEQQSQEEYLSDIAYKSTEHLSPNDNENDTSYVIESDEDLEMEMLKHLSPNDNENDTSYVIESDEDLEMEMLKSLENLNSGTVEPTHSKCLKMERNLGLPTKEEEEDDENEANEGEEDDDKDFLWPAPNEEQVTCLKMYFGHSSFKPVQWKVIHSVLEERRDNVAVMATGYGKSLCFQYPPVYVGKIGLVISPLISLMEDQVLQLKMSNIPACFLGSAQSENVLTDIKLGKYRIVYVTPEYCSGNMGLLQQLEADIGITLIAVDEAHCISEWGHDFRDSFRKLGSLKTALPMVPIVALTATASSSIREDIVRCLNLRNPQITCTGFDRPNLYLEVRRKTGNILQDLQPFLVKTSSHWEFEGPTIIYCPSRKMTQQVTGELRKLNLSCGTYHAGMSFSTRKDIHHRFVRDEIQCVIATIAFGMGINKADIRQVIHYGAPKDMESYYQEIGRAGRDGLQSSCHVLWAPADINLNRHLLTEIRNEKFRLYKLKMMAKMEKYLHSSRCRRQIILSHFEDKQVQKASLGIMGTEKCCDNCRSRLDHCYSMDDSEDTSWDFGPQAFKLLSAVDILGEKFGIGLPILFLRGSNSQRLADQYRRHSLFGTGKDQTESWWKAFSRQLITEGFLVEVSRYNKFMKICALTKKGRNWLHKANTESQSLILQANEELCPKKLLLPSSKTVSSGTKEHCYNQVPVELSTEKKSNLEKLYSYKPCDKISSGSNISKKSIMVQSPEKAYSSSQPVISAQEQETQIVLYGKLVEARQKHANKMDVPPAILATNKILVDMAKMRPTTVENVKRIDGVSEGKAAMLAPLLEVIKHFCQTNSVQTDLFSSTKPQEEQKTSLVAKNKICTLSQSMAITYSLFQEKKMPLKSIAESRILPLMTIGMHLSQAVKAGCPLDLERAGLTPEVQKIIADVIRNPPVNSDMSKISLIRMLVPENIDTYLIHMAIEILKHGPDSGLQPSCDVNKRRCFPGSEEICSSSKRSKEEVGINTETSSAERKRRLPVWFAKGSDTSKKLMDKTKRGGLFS
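Kinetic red-fluorescence monitoring (525/598 nm) tracks WRN helicase activity after 100 nM fluorophore-quencher forked duplex and 2 mM ATP are added to 20 nM enzyme pretreated 15 min at room temperature with compound.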
EPAC1 ag: activates human EPAC1 exchange factor; EPAC1 agonist qHTS, biochemical assay; response scale: 100% = response to 6.5 mM cAMP; Potency, µM (highest dose often 154 µM), for inactives: top-dose activation, usual class: activators; AID 720707; actives 0.073% (n = 360,000); O95398; note: potency is the fitted concentration of half-maximal effect; nearly all actives have a fitted effect of over 60% in size
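Read-out is the fluorescence drop as BODIPY-GDP leaves Rap1B (480 nm excitation, 540 nm emission), recorded every 5 minutes over 30 minutes. Reactions held 100 nM EPAC1, 250 nM Rap1B–BODIPY-GDP and 50 uM GDP, with 6.5 mM cAMP setting full activation.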
EPAC1 antagonist: antagonists of human EPAC1 | O95398 | EPAC1 GEF assay, Rap1b-BODIPY-GDP exchange fluorescence | Potency, µM (doses to about 115 µM), for the others: at the highest dose activity change, negative = inhibition, hits mostly inhibitors | actives 0.14% (n = 360,000);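 note: potency is the fitted concentration of half-maximal effect; plate controls were vehicle for no effect and positive control for full effect; nearly all actives have a fitted effect of over 50% in size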
IL2 activator: IL-2 activation; IL-2 activation reporter assay, cell-based qHTS; stimulated with anti-CD3/CD4/CD28 beads; in transgenic mouse T cells; actives 0.065% (n = 360,000); activation, % (series mostly up to about 46 µM); in the data active = activation above about 50%; inconclusive = mostly about 30% to 49%; note: 0% is about no effect
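EGFP and DsRed fluorescence is measured by plate cytometry in unstimulated transgenic mouse T cells exposed to compound for 60 minutes, then stimulated 18 hours at 37 degrees C with anti-CD3/anti-CD4 beads plus anti-CD28.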
EPAC2 ag: EPAC2 (human) agonism; actives 0.079% (n = 360,000); EPAC2 activation, biochemical qHTS; response scale: 100% = 6.5 mM cAMP response; Potency, µM (doses to about 154 µM), without a hit: top-dose activation, actives largely listed as activators; Q8WZA2; AID 720711; note: potency is the fitted concentration of half-maximal effect; nearly all actives have a fitted effect of over 50% in size
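Readout is BODIPY fluorescence (480 nm excitation, 540 nm emission), which falls as labeled GDP is exchanged off Rap1B. EPAC2 at 100 nM acted on 250 nM RAP1B-BODIPY-GDP with 50 uM GDP present.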
PLK1 PBD inh: PLK1 (human) polo-box domain binding inhibition; P53350; Potency, µM, without a hit: max response, negative = inhibition, most hits filed as inhibitors; actives 2.8% (n = 360,000); Plk1 PBD binding of FITC phosphopeptide, fluorescence polarization; note: potency is the fitted concentration of half-maximal effect; series mostly up to about 57 µM; % is set by controls: 0 for no effect and ±100 for the full control effect; nearly all actives have a fitted effect of over 65% in size
PI5P4Ka inh: PI5P4K alpha (human) kinase inhibition; PI5P4Kalpha enzyme, ADP-Glo luminescence, 60 min; active compounds read low; max response, %; actives 1.2% (n = 330,000); AID 652105; active = max response of -50% or lower; inconclusive = between -30% and -50%; inactive = -30% or higher; note: value at the top dose of about 77 µM; % is set by controls: 0 for no effect and ±100 for the full control effect
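ADP-Glo luminescence end-point read after a 60 min room-temperature kinase reaction of PI5P4Kalpha plus substrate, initiated with ATP at 5 microM final. Buffer: 0.038 M HEPES pH 7.4, EGTA, 0.1% CHAPS, 5% DMSO.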
CCT modulator: changes cytosolic chaperonin activity; purified chaperonin ATPase assay, HTRF ADP detection, 30 min; activity change, % (concentration not given with the values), hits read low; actives 0.3% (n = 360,000); AID 651819; in the data active = activity change below about -30%; note: % is set by controls: 0 for no effect and ±100 for the full control effect
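TRiC at 40 or 20 nM final (batch-dependent) in 30 mM Tris pH 7.4, 100 mM KCl, 5 mM MgCl2, 1 mM DTT, with compound at single 76 uM and 10 uM ATP, 30 min at 37 deg C. ADP detected by HTRF Transcreener, 665/615 ratio.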
An asterisk follows results filed as active; ? = inconclusive; . = no result given; & = joins results of further samples; ! = not active in a repeat; [ ] = dose if it differs, or a comment. Unless noted, calls come from the whole dose curve; as a rule, active = well fitted curve in the direction sought with a large enough effect; inconclusive = small, poorly fitted or top-dose-only effect, or another doubt; inactive = no such curve, though single readings can be large; an effect the other way counts as inactive or inconclusive.

SMILES	WRN inhibitor	EPAC1 ag	EPAC1 antagonist	IL2 activator	EPAC2 ag	PLK1 PBD inh	PI5P4Ka inh	CCT modulator
CC(C)(C)NC(=O)NC(=O)COC(=O)CNC(=O)c1cccc(F)c1	8.5%	-11.6%	-0.2%	-0.8	-0.2%[15.6 µM]	0.8%	-3.6	0.1
COc1ccc(CNC(=O)C2CCN(c3nccs3)CC2)cc1	1.4%	-4.5%	14.1%	-0.4	-3.6%	-2.4%	-9.7	-0.9
COc1ccc(S(=O)(=O)N(C)c2ccc(C(=O)NCc3ccco3)cc2)cc1OC	-17.6%	-5.6%	1.1%	-5.3	1.9%	-3.5%	0.7	2.4
CCOC(=O)C(=O)Nc1ncc(Cl)s1	-6.2%	8.9%	4.9%	-0.4	8.8%	7.8%	3.9	0.8
COc1ccc(NC(=O)NNC(=O)c2cc3occc3n2C)c(OC)c1	1.7%	5.9%	-7.1%	1.6	5.8%	0.1%	5.7	0.2
C[C@H]1COC(=O)[C@@H](Cc2ccc(F)cc2)C/C=C\C[C@H](CC(=O)NCCO)C(=O)N1	2.9%	-2.8%	-4.0%	0.6	1.1%	-14.0%	-12.4	0.9
O=C(CCC(F)(F)F)N1CCC(CO)(CCc2ccccc2)CC1	1.4%	-7.8%	4.4%	0.6	-3.8%	-5.1%	6.2	-0.5
O=C1CC(c2ccccc2)CC(=O)C1CS(=O)(=O)c1ccccc1 (stereo unspecified)	-0.7%	-5.2%	-3.1%	-2.3	4.8%	-25.4%	?	-2.9
CC(=O)N1CCc2cc(S(=O)(=O)NC(C(=O)Nc3nc(C)cs3)C(C)C)ccc21 (stereo unspecified)	8.4%	-2.8%	11.6%	0.0	6.8%	-3.5%	7.1	-2.7
CC[C@@H](C)[C@H](CNC)NC[C@@H](Cc1cccc2ccccc12)NCCc1cccc(C(F)(F)F)c1	-31.7%	-22.3%	-10.9%	-4.5	13.6%	-15.3%	-4.1	-5.7

In another format: results already given.
Second line of a record – WRN inhibitor	EPAC1 ag	EPAC1 antagonist	IL2 activator	EPAC2 ag	PLK1 PBD inh	PI5P4Ka inh	CCT modulator
COc1ccc(CNC(=O)C2CCN(c3nccs3)CC2)cc1
    1.4%	-4.5%	14.1%	-0.4	-3.6%	-2.4%	-9.7	-0.9
COc1ccc(S(=O)(=O)N(C)c2ccc(C(=O)NCc3ccco3)cc2)cc1OC
    -17.6%	-5.6%	1.1%	-5.3	1.9%	-3.5%	0.7	2.4
CCOC(=O)C(=O)Nc1ncc(Cl)s1
    -6.2%	8.9%	4.9%	-0.4	8.8%	7.8%	3.9	0.8
COc1ccc(NC(=O)NNC(=O)c2cc3occc3n2C)c(OC)c1
    1.7%	5.9%	-7.1%	1.6	5.8%	0.1%	5.7	0.2
C[C@H]1COC(=O)[C@@H](Cc2ccc(F)cc2)C/C=C\C[C@H](CC(=O)NCCO)C(=O)N1
    2.9%	-2.8%	-4.0%	0.6	1.1%	-14.0%	-12.4	0.9

(list continues)
SMILES	WRN inhibitor	EPAC1 ag	EPAC1 antagonist	IL2 activator	EPAC2 ag	PLK1 PBD inh	PI5P4Ka inh	CCT modulator
COc1ccc(C(=O)N2CCOC2CNC(=O)C(=O)NCc2ccccn2)cc1 (stereo unspecified)	-2.8%	0.2%	10.2%	1.8	1.5%	5.2%	3.3	1.1
CC(=O)Nc1ccc(NC(=O)C2(C)Cc3c(-c4cccc(NC(C)=O)c4)ccnc3O2)cc1 (stereo unspecified)	7.2%	0.6%	-9.9%	0.4	10.5%	-4.5%	-3.8	0.1
COc1ccccc1CNC(=O)CS(=O)Cc1nc(-c2ccccc2C)oc1C (stereo unspecified)	6.5%	-5.5%	-15.2%	-2.9	6.4%	?	-10.1	-3.1
CCCCCCCCCCCCCCCC[n+]1cccc(C(=O)N(CC)CC)c1	4.1%&-1.7%	0.7%&-9.6%	-22.2%&-29.9%	-0.3&-2.3	12.0%&6.1%	?	-73.2*!	-1.5&-3.2
CCOc1ccc(S(=O)(=O)N2CCC(C(=O)NCc3ccco3)CC2)cc1	-21.3%	-2.2%	-4.6%	-0.5	-2.9%	-3.3%	-0.5	0.8
CC1CCCCN1C(=O)CN1C(=O)NC2(CCCCC2C)C1=O (stereo unspecified)	8.4%	12.6%	-6.0%	-3.7	9.5%	1.5%	-3.4	-1.4
CC(C)(C)C1CCC2(CC1)C(Nc1cccc(C(F)(F)F)c1)=NC(=S)N2CC#N (stereo unspecified)	8.4%	1.5%	3.0%	-0.9	-21.2%	3.7%	0.5	2.3
CCc1ccc(-c2nnn(CCC(=O)OC)n2)cc1	6.2%	-1.9%	0.4%	-3.3	-0.2%	-0.7%	3.4	-3.7
Cc1ccc(S(=O)(=O)C2(C(=O)N3CCCCCC3)CC2)cc1	-1.6%	7.9%	-7.3%	-1.4	4.0%	-8.7%	.	-4.0
COc1ccc(CN(C)C(=O)c2ccccc2OCc2c(C)noc2C)c(OC)c1	6.7%	8.4%	14.9%	0.3	-1.1%	6.5%	-2.8	2.1
CCOc1ccc(OCCC(=O)N(CCCOC)c2c(N)n(Cc3ccccc3)c(=O)[nH]c2=O)cc1	-5.9%	-10.6%	-6.9%	0.9	-2.8%	1.9%	-0.8	-1.3
COc1cccc(CC(=O)OCC(=O)NNC(=O)c2ccc([N+](=O)[O-])cc2)c1	-3.8%	0.3%	-5.9%	0.0	1.3%	-0.4%	-6.2	-1.0
O=C(NCc1ccco1)/C(=C/c1ccco1)NC(=O)c1ccccc1	-5.6%[57.1 µM]	7.6%	-6.3%	0.2	11.9%	-7.8%	-3.4	-2.3
COc1ccc(C(=O)N2CCN(Cc3cn[nH]c3-c3ccc(OC)cc3F)CC2)cc1	4.5%	-3.2%	-17.6%	-2.7	3.3%	0.5%	-0.4	-0.7
COc1cccc(-c2cc(C(F)(F)F)n3nc(N)nc3n2)c1	8.1%	-2.6%	5.4%	0.2	-4.9%	-0.8%	5.2	-2.3
C[C@H](CO)N1C[C@H](C)[C@@H](CN(C)S(=O)(=O)c2ccc(F)cc2)Oc2ccc(NC(=O)c3ccncc3)cc2C1=O	5.1%	-8.3%	-4.5%	-0.2	4.8%	-16.3%	-2.4	1.3
Cc1ccc(NC(=O)ON=C2CCCC2)cc1	-13.7%	-1.6%	-20.0%	-0.4	3.3%	-8.8%	5.2	-3.6
CCSCc1nc(N)nc(NCCc2ccccc2)n1	-1.6%	6.2%	5.0%	0.1	7.2%	-3.4%	-2.4	-2.9
Cc1nn(-c2ccccc2)c(OC(=O)c2cccs2)c1S(=O)(=O)c1ccc([N+](=O)[O-])cc1	3.2%	4.1%	14.3%	-2.6	-0.9%	-11.0%	.	-5.9
CC1(C)c2[nH]c3ccccc3c2C[C@H]2C(=O)N(Cc3cccc(F)c3)C(=O)N21	.	5.7%	-14.9%	-2.0	1.7%	.	.	.
Cc1cccc(NC(=O)Nc2nnc(N3CCCCC3C)s2)c1C (stereo unspecified)	-5.4%	8.4%	2.3%	-0.9	3.4%	-3.5%	10.6	-3.1
Cc1ccc(S(=O)(=O)Oc2ccc3c(c2)O/C(=C\c2cccnc2)C3=O)cc1	-7.6%	-2.6%	-3.0%	-0.4	6.1%	-7.7%	.	-0.1
Cc1ccc(S(=O)(=O)NC2=NCN(CCc3ccccc3)CN2)cc1	-3.8%	4.3%	-0.6%	-2.4	2.7%	-6.5%	-1.2	-1.7
COc1ccc(Nc2cc(C(=O)NCCCN3CCOCC3)c3ccccc3n2)c(OC)c1	12.3%	-1.1%	-5.4%	-0.5	1.6%	-14.4%	0.7	-1.7
Cc1cc(C(=O)c2ccccc2)c(NC(=O)CN2CCOCC2)s1	8.8%	-2.6%	-11.5%	-0.7	4.1%	0.1%	-0.5	1.6
Cc1ccccc1Cn1c(C)c(C(=O)NCc2cccc(Cl)c2)sc1=O	-6.9%[57.1 µM]	-9.0%	-28.4%	-0.2	3.3%	-13.5%	1.5	0.7
CCOC(=O)c1ccc(NC(=O)Nn2cnnc2)cc1	-1.7%	1.7%	-5.3%	-2.0	3.0%	-3.7%	19.9	3.3
O=c1cccccc1NN=C1CCCCCC1	-25.3%	7.5%	2.8%	-0.9	13.5%	-4.0%	-3.9	1.1
Cc1cc(-c2nnc(CCC(=O)N3CCN(Cc4cccc(F)c4)CC3)o2)c(C)o1	3.9%	0.3%	-4.1%	-2.6	0.1%	-12.1%	6.2	1.3
COc1ccccc1C(=O)N/C(=C\c1cn(C)c2ccccc12)C(=O)N1CCOCC1	15.3%	4.2%	-6.6%	-2.1	8.7%	-5.5%	-3.9	-0.9
CC(C)CC(C(=O)NCC1CCCO1)N(C(=O)Cn1nnc(-c2ccc(F)cc2)n1)c1cccc(C(F)(F)F)c1 (stereo unspecified)	2.7%	0.0%	-5.4%	-0.2	-24.2%	-6.6%	0.0	-1.6
CC(CC(=O)Nc1ccc2c(c1)c(=O)n(C)n2Cc1ccc(F)cc1)C(F)(F)F (stereo unspecified)	0.5%	1.3%	5.6%	-0.5	0.0%	-2.2%	4.1	0.3
Cc1cccc(OCC(=O)NCCCNC(=O)c2cccnc2)c1	9.4%	5.5%	23.7%	0.0	16.8%	-16.8%	-6.2	-3.1
Cc1cc(=O)oc2c(C)c(OCC(=O)NCc3ccccn3)ccc12	-6.9%	9.5%	-4.8%	0.1	7.8%	3.2%	0.8	-1.2
COc1ccc(-c2ccc(CN3C(C(C)C)C(=O)N(Cc4cn(Cc5ccco5)nn4)CCS3(=O)=O)cc2)cc1 (stereo unspecified)	-2.7%	-14.1%	-16.3%	2.2	-9.1%	-4.5%	-14.7	-0.9
CCc1ccc(N2C(=O)Nc3ccccc3C2(O)C(=O)N2CCN(c3ccccn3)CC2)cc1 (stereo unspecified)	6.0%	1.6%	6.0%	0.8	12.6%	-12.4%	-1.3	-5.6
Cc1[nH]c(=O)[nH]c(=O)c1/C=C/C(=O)OCC(C)C	-26.3%	7.3%	-2.3%	-0.2	-0.7%	-9.3%	0.2	-0.7
N#Cc1nc(-c2ccc(OCc3ccc(Cl)cc3)cc2)oc1N1CCOCC1	5.6%	7.6%	-6.8%	-0.2	-6.3%	-7.8%	4.3	-0.4
O=C1CC[C@H](N2C(=O)c3ccccc3C2=O)C(=O)N1	4.0%	-11.0%	-18.6%	-0.3	0.6%	0.4%	-1.6	0.4

A portion of the library, so the mix of outcomes need not match the whole.
